KCNQ1 inh: inhibitors of human KCNQ1 channel, primary screen, cell-based, thallium flux, high-throughput. CHO-K1 KCNQ1, FluxOR thallium flux fluorescence; active compounds read high. 1.3% of 310,000 active. B-score at 10 µM. Potassium voltage-gated channel subfamily KQT member 1 (Homo sapiens), P51787;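 active = compounds whose thallium flux B-score, printed positive for inhibition, exceeds three library SD while starting fluorescence stays within three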;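 also: channel opened by potassium depolarization with thallium stimulus after 20 min compound exposure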
HDAC3 inh: HDAC3 deacetylase inhibitors, primary screen, biochemical, fluorescence, cell-free homogeneous; Histone deacetylase 3 (Homo sapiens), O15379; recombinant HDAC3, fluorogenic peptide/trypsin coupled; inhibition, % at 8.3 µM; 0.15% of 320,000 active; in the data active = inhibition above about 26%, passing the limit was not always enough
RGS4 act: RGS4 potentiators or activators, primary screen, cell-based, HEK293 M3R inducible RGS4, calcium flux. B-score at 10 µM. carbachol calcium flux Fluo4; active compounds read low. 0.92% of 310,000 active. AID 463111, 2010;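 active = B-score of the integrated calcium signal more than 4 SD below the library mean, with starting fluorescence not abnormally high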;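 also: negative B-score means reduced calcium response which marks RGS4 activation or potentiation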
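Material: M3R-expressing HEK293 line, RGS4 induced by doxycycline | Schedule: Overnight RGS4 induction, 30 min dye load 37 °C, 20 min compound RT | Measured by: Fluo4 fluorescence kinetic imaging of calcium | Read-out: Integrated calcium ratio converted to B score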
DYRK1A inh: rat Dyrk1A kinase inhibitors, primary screen, biochemical, single point, plate reader. Dual specificity tyrosine-phosphorylation-regulated kinase 1A (Rattus norvegicus), Q63470. inhibition, % at 12.5 µM. AID 504441, 2011. ADP-Glo luminescence, NFATc1 peptide. 0.43% of 310,000 active; in the data active = inhibition above about 50%;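 also: plate controls were vehicle with enzyme for no effect and no enzyme for full effect; many of its hits are not listed in these tables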
KCNK9 block: KCNK9 potassium channel inhibitors, primary screen, HEK293 cells, thallium flux; Potassium channel subfamily K member 9 (Homo sapiens), Q9NPC2; FluxOR thallium flux fluorescence; active compounds read low; B-score at 10 µM; 1.2% of 310,000 active; AID 488922, 2010;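 active = ratio B-score over 3 SD below the library mean, with starting fluorescence within 5 SD of its mean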;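 also: negative B-score means less thallium flux so channel inhibition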
Target sequence (Q9NPC2 whole entry, looked up): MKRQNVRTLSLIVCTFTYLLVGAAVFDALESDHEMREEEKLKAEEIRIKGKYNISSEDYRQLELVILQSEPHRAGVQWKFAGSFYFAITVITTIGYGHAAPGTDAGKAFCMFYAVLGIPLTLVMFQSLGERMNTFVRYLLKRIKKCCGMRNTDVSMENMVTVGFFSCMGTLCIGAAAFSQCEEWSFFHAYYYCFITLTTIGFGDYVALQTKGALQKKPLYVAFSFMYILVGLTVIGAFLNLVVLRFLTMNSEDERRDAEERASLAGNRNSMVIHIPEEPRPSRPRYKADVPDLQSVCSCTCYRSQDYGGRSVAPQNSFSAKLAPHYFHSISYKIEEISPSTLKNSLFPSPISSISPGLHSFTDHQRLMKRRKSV
KCNQ1 act: potentiators or activators of KCNQ1 channel, primary screen, cell-based, thallium flux, high-throughput | Potassium voltage-gated channel subfamily KQT member 1 (Homo sapiens), P51787 | CHO-K1 KCNQ1, thallium flux FluxOR fluorescence; active compounds read high | B-score at 10 µM | 0.35% of 310,000 active | AID 2648, 2010;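 active = fluorescence ratio B-score, a plate-corrected score, at least three library SD, with initial intensity B-score within 5 SD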
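assay system = CHO-K1 cells stably expressing KCNQ1 | medium = assay buffer, equal DMSO in all wells | timing = 37 °C overnight plating, 90-min dark dye load, 20-min compound pretreatment | measured by = kinetic FluxOR thallium fluorescence, 10-s 1-Hz baseline, 110-s post-stimulus read | measure = fluorescence change relative to baseline, converted to B score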
hERG protect: hERG rescue from dofetilide block, primary screen, cell-based, CHO-hERG, FluxOR thallium flux, dofetilide IC70; 0.51% of 310,000 active; dofetilide IC70 present; activation (rescue from dofetilide block), less the hit threshold, % at 10 µM;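 active = activation above the mean of controls blocked by dofetilide plus 5 SD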;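 also: thallium influx through hERG after potassium depolarization seen as dye fluorescence rise; in these data hits start at about 4.7%; inactives centre near -7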
GSK3B inh: human GSK3beta kinase inhibitors, primary screen, biochemical, cell-free homogeneous, HTS | Glycogen synthase kinase-3 beta (Homo sapiens), P49841 | 0.038% of 300,000 active | activity score (negative = inhibition), % at 10 µM | GST-GSK3beta kinase, ADP-Glo luminescence, 60 min; active compounds read low;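 active = more than half of replicate wells score below -50%, meaning over 50% inhibition versus plate controls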;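 also: 0% = median DMSO wells and -100% = median GW8510 positive control wells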
Target sequence (P49841 whole entry, looked up): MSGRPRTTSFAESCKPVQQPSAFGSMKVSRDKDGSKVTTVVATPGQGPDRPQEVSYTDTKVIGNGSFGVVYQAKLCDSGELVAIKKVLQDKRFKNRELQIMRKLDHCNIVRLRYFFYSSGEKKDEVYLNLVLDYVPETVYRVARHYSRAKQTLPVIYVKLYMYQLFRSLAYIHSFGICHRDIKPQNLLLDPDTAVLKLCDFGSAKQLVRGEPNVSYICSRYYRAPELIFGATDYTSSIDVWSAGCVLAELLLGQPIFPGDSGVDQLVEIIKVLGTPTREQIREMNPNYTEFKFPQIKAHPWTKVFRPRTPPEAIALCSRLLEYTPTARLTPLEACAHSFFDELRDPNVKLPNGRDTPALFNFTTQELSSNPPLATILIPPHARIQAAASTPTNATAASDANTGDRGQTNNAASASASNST
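test system = GST-tagged human GSK3beta kinase, cell-free | reagent = 25 µM ATP with peptide substrate | dosing = one dose of 10 µM per compound | schedule = 60 min reaction, RT | detection = luminescent ADP-Glo measurement of ADP formed | control set = DMSO neutral wells and GW8510 at 20 µM as positive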
KCNK3 inh: human KCNK3 channel inhibitors, primary screen, CHO cells, FluxOR thallium flux, B-score | 0.84% of 340,000 active | Potassium channel subfamily K member 3 (Homo sapiens), O14649 | FluxOR fluorescence; active compounds read low | B-score at 10 µM;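 active = B-score under library mean minus 4 SD, starting fluorescence ratio at most library mean plus 5 SD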;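 also: more negative B-score means stronger inhibition of thallium flux through KCNK3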
GSK3A inh: blockers of GSK3A enzyme activity – biochemical, luminescence, cell-free homogeneous, HTS, primary screen; AID 2650, 2010; inhibition, % at 10 µM; GSK-3 alpha kinase, ADP-Glo luminescence, 60 min; 0.1% of 320,000 active;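 in the data active = inhibition above about 50%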;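 also: GST-tagged GSK-3 alpha with peptide substrate and 25 µM ATP; 0% = DMSO neutral wells and 100% = GW8510 positive control wells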
PolyA inh: polyadenylation inhibitors in yeast reporter cells, primary screen, luminescence, S. cerevisiae. calls only at 12 µM. 0.02% of 300,000 active. AID 1875, 2009. S. cerevisiae SKY197-pL101 polyadenylation reporter, beta-gal luminescence; efflux-impaired pdr1/pdr3 knockout yeast; score 100 = 6 SD above DMSO;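 active = lowest replicate activity score at least 50, where 100 means six control SD above control mean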;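 also: yeast exposed to compound for 9 h at 30 °C; higher score means more reporter readthrough which indicates perturbed polyadenylation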
* = called active by the depositor; i = inactive; nt = no result given. This is a subset; count on the stated rates, not on these rows.

SMILES | KCNQ1 inh | HDAC3 inh | RGS4 act | DYRK1A inh | KCNK9 block | KCNQ1 act | hERG protect | GSK3B inh | KCNK3 inh | GSK3A inh | PolyA inh
O=S1CCCSC1c1cccnc1 (centres undefined) | i | 2 | i | 7 | i | i | -5 | 2 | i | 0 | i
COc1ccc(NC(=O)c2cccc3c2C(=O)N(C2CCCCC2)C3)cc1 | i | 1 | i | -4 | i | i | -11 | -2 | i | -2 | i
CC(=O)Nc1cc2nn(-c3ccccc3)nc2cc1Cl | i | -2 | i | 0 | i | i | -8 | -2 | i | 0 | i
COc1ccc(NC2CCCN(C(=O)CCN3CCCO3)C2)cc1 (centres undefined) | i | -1 | i | 1 | i | i | -9 | -2 | i | -2 | i
CCC(NC(=O)c1ccccc1O)c1ccccc1 (centres undefined) | i | -10 | i | 6 | i | i | -14 | 0 | i | 0 | i
COc1ccc(OCCCCOc2ccccc2Cl)cc1 | i | -7 | i | 5 | i | i | -9 | 1 | i | 0 | i
CCCCOc1ccc(OCCNC(=O)c2ccco2)cc1 | i | 5 | i | -6 | i | i | -8 | 1 | i | -1 | i
CCC(=O)Nc1cccc(NC(=O)CSc2nnnn2C)c1 | i | -5 | i | -1 | i | i | -18 | -2 | i | -2 | i
Cc1onc(-c2ccccc2)c1NC(=O)N(CCC#N)Cc1ccccc1 | i | -3 | i | nt | i | i | -12 | -2 | i | -2 | i
COc1ccc(/C=C2\SC(=O)N(CCc3nnc(N)s3)C2=O)cc1 | i | 8 | i | 33 | i | i | -5 | 0 | i | -2 | i

Reformatted: three of the compounds above
compound,KCNQ1 inh,HDAC3 inh,RGS4 act,DYRK1A inh,KCNK9 block,KCNQ1 act,hERG protect,GSK3B inh,KCNK3 inh,GSK3A inh,PolyA inh
CCC(=O)Nc1cccc(NC(=O)CSc2nnnn2C)c1,i,-5,i,-1,i,i,-18,-2,i,-2,i
Cc1onc(-c2ccccc2)c1NC(=O)N(CCC#N)Cc1ccccc1,i,-3,i,nt,i,i,-12,-2,i,-2,i
COc1ccc(/C=C2\SC(=O)N(CCc3nnc(N)s3)C2=O)cc1,i,8,i,33,i,i,-5,0,i,-2,i

New compounds follow:
SMILES | KCNQ1 inh | HDAC3 inh | RGS4 act | DYRK1A inh | KCNK9 block | KCNQ1 act | hERG protect | GSK3B inh | KCNK3 inh | GSK3A inh | PolyA inh
Cn1c(=O)n(C)c2cc(NC(=O)CSc3nnc(-c4ccccc4O)n3-c3ccccc3)ccc21 | i | 6 | i | 0 | i | i | -10 | 1 | i | -1 | i
O=S(=O)(Nc1cccc(S(=O)(=O)N2CCCCCC2)c1)c1ccccc1 | i | -8 | i | -5 | i | i | -7 | 4 | i | -1 | i
O=C(Nc1ccccc1Cc1ccccc1)c1ccc2c(c1)SC1=NS(=O)(=O)CCN12 | i | -4 | i | 1 | i | i | -7 | 0 | i | -1 | i
O=C(NCC1OCCc2ccccc21)c1cc(COc2ccc(F)cc2Cl)on1 (centres undefined) | i | 1 | i | 2 | i | i | -3 | 0 | i | -1 | i
COc1ccc(N(CC(=O)Nc2ccc(C)c(F)c2)S(=O)(=O)c2c(C)noc2C)cc1 | i | 10 | i | -5 | i | i | -11 | 0 | i | -1 | i
CCOc1cc(C=O)ccc1OS(=O)(=O)c1ccc(NC(C)=O)cc1 | i | -2 | i | 10 | i | i | -4 | 2 | i | 3 | i
Cc1ccc(S(=O)(=O)N/N=C/c2c(C)nn(-c3ccccc3)c2C)cc1 | i | 8 | i | 5 | i | i | -14 | 7 | i | -3 | i
Cc1ccc(Cl)cc1N1CCN(S(=O)(=O)c2c(C)[nH]c(=O)[nH]c2=O)CC1 | i | -3 | i | -3 | i | i | -9 | -2 | i | -3 | i
COc1ccccc1NC(=O)NNC(=O)c1ccc2c(c1)NC(=O)C(C)(C)O2 | i | -1 | i | 17 | i | i | -2 | 4 | i | 1 | i
N#CC(C#N)=Cc1cccn1-c1ccc(C(=O)O)cc1 | i | -2 | i | -3 | i | i | -6 | 3 | i | -4 | i
CCN(CCO)c1ncnc2onc(-c3ccc(F)cc3)c12 | i | 4 | i | -4 | i | i | -3 | -2 | i | 2 | i
Cc1c(Cl)c([N+](=O)[O-])nn1CCCC(=O)Nc1ccc(Cl)cc1Cl | i | -5 | i | 18 | i | i | -8 | -3 | i | -2 | i
CSCCCNC(=O)c1ccc(OC2CCN(CCc3ccccc3)CC2)cc1 | i | 0 | i | -2 | i | i | -12 | 2 | i | 0 | i
COc1ccc(C(=O)NCC(=O)Nc2ccc(F)cc2)cc1OC | i | 4 | i | -1 | i | i | -7 | -3 | i | nt | i
CCc1ccc(C(=O)COC(=O)c2cnccn2)cc1 | i | -7 | i | 12 | i | i | -6 | 2 | i | nt | i
O=C(O)C1CCCCC1C(=O)Nc1ccc(F)cc1F (centres undefined) | i | 4 | i | 10 | i | i | -8 | 0 | i | -3 | i
CCOC(=O)C1CCN(C(=O)COC(=O)c2ccc(=O)n(Cc3ccccc3)n2)CC1 | i | -6 | i | 15 | i | i | -18 | 2 | i | 1 | i
Nc1cccn2c(-c3ccc(Cl)cc3)cnc12 | i | -4 | i | -4 | i | i | -8 | 1 | i | 1 | i
Cc1ccc(NC2(c3nnnn3-c3c(C)cccc3C)CCCCC2)cc1 | i | nt | i | 3 | -8.9* | i | -6 | 2 | i | -2 | i
COc1ccc(OC)c(CNC(=O)C2CCCN(c3nc4ccccc4o3)C2)c1 (centres undefined) | i | -2 | i | -10 | i | i | -11 | -4 | i | -4 | i

Compound profiles, as listed above:
`COc1ccc(C(=O)NCC(=O)Nc2ccc(F)cc2)cc1OC` as listed: KCNQ1 inh = i; HDAC3 inh = 4; RGS4 act = i; DYRK1A inh = -1; KCNK9 block = i; KCNQ1 act = i; hERG protect = -7; GSK3B inh = -3; KCNK3 inh = i; GSK3A inh = nt; PolyA inh = i
`Cc1ccc(NC2(c3nnnn3-c3c(C)cccc3C)CCCCC2)cc1` as listed: KCNQ1 inh = i; HDAC3 inh = nt; RGS4 act = i; DYRK1A inh = 3; KCNK9 block = -8.9*; KCNQ1 act = i; hERG protect = -6; GSK3B inh = 2; KCNK3 inh = i; GSK3A inh = -2; PolyA inh = i

(continued)
SMILES | KCNQ1 inh | HDAC3 inh | RGS4 act | DYRK1A inh | KCNK9 block | KCNQ1 act | hERG protect | GSK3B inh | KCNK3 inh | GSK3A inh | PolyA inh
C/C=C/C(=O)N1c2ccc(C)cc2C(C)=CC1(C)C | i | nt | i | 2 | i | i | -14 | 7 | i | -3 | i
CCN(c1ccc(OC)cc1)S(=O)(=O)c1csc(C(=O)N2CCCC2)c1 | i | -8 | i | 3 | i | i | -7 | 1 | i | 1 | i
COc1cc(C2N(c3cccc(Cl)c3)C(=O)C3CCCN32)cc(OC)c1OC (centres undefined) | i | -2 | i | 11 | i | i | -11 | -2 | i | -2 | i
COc1ccc(-c2cc3ccccc3n2CC(O)CNC(CO)(CO)CO)cc1 (centres undefined) | i | -26 | i | -1 | i | i | -6 | 4 | i | 6 | i
Cc1cccc(C)c1NC(=O)CCCCCNS(=O)(=O)c1ccccc1 | i | 9 | i | -3 | i | i | -1 | -1 | i | -1 | i
C=CCn1c(SCC(=O)N(C)C)nc2cc(C(=O)O)ccc2c1=O | i | 0 | i | 18 | i | i | 0 | 1 | i | 4 | i
CCC(=O)C1CCCN(C(=O)c2ccc3nc(-c4cccc(OC)c4)oc3c2)C1 (centres undefined) | i | 4 | i | 3 | i | i | -14 | 2 | i | -1 | i
CCCNC(=O)c1ccc(COc2ccc(C(C)(C)C)cc2)o1 | i | 5 | i | -3 | i | i | -7 | 2 | i | -3 | i
Cc1ccc(-n2c(SCC3CCCCO3)nnc2-c2ccco2)cc1 (centres undefined) | i | 2 | i | 5 | i | i | -8 | -4 | i | 0 | i
CN(C(=O)c1cc2ccccc2oc1=O)C1(C)CCS(=O)(=O)C1 (centres undefined) | i | -3 | i | 0 | i | i | -9 | -3 | i | -4 | i
O=C(COC(=O)c1cc(S(=O)(=O)N2CCOCC2)ccc1F)c1ccc[nH]1 | i | 0 | i | -8 | i | i | -6 | 0 | i | 2 | i
COc1ccc(Nc2nc(N)nc(CSC(=S)N3CCN(C)CC3)n2)cc1 | i | -1 | i | 1 | i | i | -14 | -2 | i | nt | i
COc1ccc(OC)c(NC(=S)NN2CCOCC2)c1 | i | 1 | i | 3 | i | i | -2 | 0 | i | -1 | i
O=[N+]([O-])c1cc(Cl)cc(/C=N/Nc2nc3ccccc3s2)c1O | 6* | 4 | i | 22 | i | i | -8 | 0 | i | 3 | i
Cc1nc(N2CCCCC2)nc(N2CCCCC2)c1C=O | i | -3 | i | -3 | i | i | -13 | 2 | i | -2 | i
O=S1(=O)CCC(N=Cc2ccc(-c3ccc(Cl)cc3)o2)C1 (centres undefined) | i | 5 | i | -3 | i | i | -10 | 0 | i | 1 | i
COCCn1c(N)c(N(Cc2ccccc2)C(=O)c2oc3ccccc3c2C)c(=O)[nH]c1=O | i | -4 | i | 4 | i | i | -1 | 2 | i | 0 | i
CS(=O)(=O)N1CCC(C(=O)Nc2c(F)cccc2F)CC1 | i | 3 | i | -3 | i | i | 1 | 2 | i | 0 | i
CCOC(=O)NN=C1CCC(c2ccccc2)CC1 (centres undefined) | i | -8 | i | -4 | i | i | -11 | -2 | i | -1 | i
Cc1ccc(-n2c(-c3ccc(Cl)cc3)c[n+]3c2CCC3)cc1 | i | -5 | i | nt | i | i | -15 | 1 | i | -6 | i

High-throughput results: PubChem, several laboratories
